Screens deposited in PubChem BioAssay by National Center for Advancing Translational Sciences (NCATS).
Pol eta inh: DNA polymerase eta (human) inhibition; AID 588591; actives 1.2% (n = 390,000); recombinant Pol eta, fluorescent DNA replication assay; Q9Y253; Potency, µM (titrated, usually from 114 µM), for the others: at the highest dose activity change, negative = inhibition, actives largely listed as inhibitors; further: potency means the concentration at half of the fitted maximal effect; on the % scale 0 is the no-effect control and ±100 the full control effect
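Fluorescent replication assay: 50 nM final substrate added after a 15 min room-temperature compound preincubation with 10 nM enzyme. Signal taken at 0 min and again at 10 min.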
Pol iota inh: blocks human DNA polymerase iota activity | Q9UNA4 | Potency, µM (top dose mostly 115 µM), for the others: at the top dose activity, negative = inhibition, usual class: inhibitors | actives 1% (n = 390,000) | Pol iota fluorescent replication assay, 10 min; further: potency means the concentration at half of the fitted maximal effect
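Fluorescent replication assay read twice, at 0 min and 10 min after adding 50 nM (final) substrate. Enzyme (10 nM) and compounds were first incubated 15 min at room temperature; enzyme-free buffer wells were negative controls.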
APEX1 inh: blocks human APE1 abasic DNA cleavage. P27695. recombinant APE1, TAMRA/BHQ-2 abasic DNA cleavage fluorescence. Potency, µM (series often up to 65.8 µM), without a hit: at the highest dose activity change, negative = inhibition, actives largely listed as inhibitors. actives 0.35% (n = 350,000);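 further: potency means the concentration at half of the fitted maximal effect; plate controls were vehicle for no effect and reference inhibitor for full effect; nearly all actives have a fitted effect of over 55% in size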
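Step 1: APE1 (0.75 nM) with compound, 15 min RT. Step 2: add 50 nM fluorophore/quencher THF duplex. Step 3: three fluorescence reads 60 s apart (525/598 nm); read 3 minus read 1 = reaction progress.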
RXFP1 antag: antagonists of human relaxin receptor RXFP1; Q9HBX9; HEK293-RXFP1, relaxin-stimulated cAMP HTRF, 30 min; active compounds read low; activity change, negative = inhibition, % at 57.5 µM; actives 0.59% (n = 350,000);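 active means activity change of -60% or lower, but not beyond a set lower limit; inconclusive means change between -60% and -40%, or beyond the set limit; inactive means change above -40%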; further: on the % scale 0 is the no-effect control and ±100 the full control effect
Target sequence (Q9HBX9 whole entry, looked up): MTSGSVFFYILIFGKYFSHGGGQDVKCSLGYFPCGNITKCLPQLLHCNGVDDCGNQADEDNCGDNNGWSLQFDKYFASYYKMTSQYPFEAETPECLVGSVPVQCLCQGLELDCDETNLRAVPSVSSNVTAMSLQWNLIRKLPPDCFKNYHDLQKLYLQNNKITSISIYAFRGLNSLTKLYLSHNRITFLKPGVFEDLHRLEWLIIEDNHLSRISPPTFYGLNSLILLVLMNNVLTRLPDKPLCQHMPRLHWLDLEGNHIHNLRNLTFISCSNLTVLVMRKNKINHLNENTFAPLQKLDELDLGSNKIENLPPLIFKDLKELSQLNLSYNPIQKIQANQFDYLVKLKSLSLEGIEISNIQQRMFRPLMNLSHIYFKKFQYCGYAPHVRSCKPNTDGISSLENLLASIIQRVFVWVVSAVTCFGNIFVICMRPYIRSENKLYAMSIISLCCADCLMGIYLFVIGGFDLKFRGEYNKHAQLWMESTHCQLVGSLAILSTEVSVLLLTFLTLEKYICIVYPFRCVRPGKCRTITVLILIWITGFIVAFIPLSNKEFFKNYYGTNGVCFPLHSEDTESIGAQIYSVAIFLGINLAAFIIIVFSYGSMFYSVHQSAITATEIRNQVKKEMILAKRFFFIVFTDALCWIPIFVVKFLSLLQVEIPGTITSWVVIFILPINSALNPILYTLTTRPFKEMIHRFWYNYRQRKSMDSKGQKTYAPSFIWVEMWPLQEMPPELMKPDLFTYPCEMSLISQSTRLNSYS
Pol beta inh: blocks human DNA polymerase beta activity. P06746. Pol beta primer extension/strand displacement, fluorescence kinetic. Potency, µM (doses to about 114 µM), for the others: at the top dose activity change, negative = inhibition, usual class: inhibitors. actives 1.3% (n = 340,000). AID 485314; further: potency means the concentration at half of the fitted maximal effect; on the % scale 0 is the no-effect control and ±100 the full control effect
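Reaction started by 50 nM substrate onto compound-treated Pol beta (10 nM, 15 min preincubation, room temperature); plates read at 0 min and 10 min. Normalized concentration-effect data fitted by four-parameter Hill equation.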
BLM inh: Bloom syndrome helicase (human) inhibition. P54132. recombinant BLM DNA unwinding, fluorescence dequenching. Potency, µM (titrated, usually from 56.1 µM), for inactives: top-dose activity change, negative = inhibition, actives largely listed as inhibitors. actives 0.2% (n = 350,000). AID 2528;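 further: potency means the concentration at half of the fitted maximal effect; plate controls were vehicle for no effect and no enzyme for full effect; nearly all actives have a fitted effect of over 35% in size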
Apoferritin bind: binds horse apoferritin like a general anesthetic | P02791 | apoferritin/1-aminoanthracene competitive binding, fluorescence | Potency, µM (doses to about 77.5 µM), for the others: top-dose activity change, negative = displacement, actives largely listed as inhibitors | actives 0.074% (n = 350,000); further: potency means the concentration at half of the fitted maximal effect; on the % scale 0 is the no-effect control and ±100 the full control effect; nearly all actives have a fitted effect of over 20% in size
Target sequence (P02791 2-175 limits assumed): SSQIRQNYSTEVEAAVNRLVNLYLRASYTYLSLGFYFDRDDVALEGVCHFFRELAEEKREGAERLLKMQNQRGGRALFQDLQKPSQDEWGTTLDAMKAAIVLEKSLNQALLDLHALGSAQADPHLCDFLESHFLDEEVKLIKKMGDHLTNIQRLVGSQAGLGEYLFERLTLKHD
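In PBS, apoferritin at 10 uM is loaded with 1-AMA from a 50% saturated solution. After 10 min of compound exposure at ambient temperature, reduced 535 nm fluorescence indicates probe displacement.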
PGK inhibitor: blocks T. brucei phosphoglycerate kinase. P07378. PGK/GAPDH coupled, Kinase-Glo luminescence, 60 min. Potency, µM (top dose mostly 57.5 µM), without a hit: at the top dose activity change, negative = inhibition, actives largely listed as inhibitors. actives 0.043% (n = 380,000). AID 602233; further: potency means the concentration at half of the fitted maximal effect; on the % scale 0 is the no-effect control and ±100 the full control effect; nearly all actives have a fitted effect of over 60% in size
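Luminescent ATP detection (Kinase-Glo Plus) follows a 60-minute room-temperature incubation, with wells lacking PGK as controls. Buffer: 100 mM TEA (pH 7.6), 5 mM MgCl2, 0.01% Tween-20. Coupling enzyme GAPDH (100 nM final) supplies unstable 1,3-BPG in-well.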
POLK inh: blocks human DNA polymerase kappa activity; Potency, µM (highest dose often 107 µM), for the others: at the highest dose activity, negative = inhibition, usual class: inhibitors; AID 588579; purified Pol kappa, fluorescent DNA synthesis assay, 10 min; actives 0.53% (n = 400,000); further: potency means the concentration at half of the fitted maximal effect; on the % scale 0 is the no-effect control and ±100 the full control effect
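Fluorescent qHTS in 1536-well format: enzyme (10 nM) and compound sat 15 min at room temperature before 50 nM substrate (final) was added. Signal taken at 0 and 10 min; no-enzyme buffer wells were negative controls.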
* marks the source's active call; other numbers are inactive results; i = inactive; ? = inconclusive; · = no result given; [ ] = dose if it differs, or a comment. Unless noted, the call rests on the fitted dose curve; in most records, active means well fitted curve in the direction sought with a large enough effect; inconclusive means small, poorly fitted or top-dose-only effect, or another doubt; inactive means no such curve, though single readings can be large; an effect the other way counts as inactive or inconclusive.

SMILES	Pol eta inh	Pol iota inh	APEX1 inh	RXFP1 antag	Pol beta inh	BLM inh	Apoferritin bind	PGK inhibitor	POLK inh
CC(=O)N1c2c(cc(Br)cc2S(=O)(=O)N2CCN(c3cc(C)ccc3C)CC2)CC1C (stereo not given)	-7%	-6%	·	·	8%	-7%	-3%	i	-25%
COc1ccc(C2CC(=O)C(C=NCCN3CCN(C(C)=O)CC3)=C(O)C2)cc1OC (stereo not given)	·	·	0%	·	1%	-2%	-8%	·	·
Cc1ccc(S(=O)(=O)N(CCC(=O)NCc2ccccc2F)c2ccccc2)cc1	-22%	24%	37%	3	·	·	·	-7%	-2%
COc1ccc([N+](=O)[O-])cc1Nc1ncnc2ccccc12	-3%	67%[activator]	-3%	-12	-2%	-9%	-6%	0%	4%
CN(C)Cc1ccccc1-c1cncnc1Nc1ccc(F)cc1	·	·	6%	·	·	-10%	-14%	·	-2%[60.1 µM]
COc1cccc(CNC(=O)CCc2c(C)nc3c4c(C)cc(C)nc4nn3c2C)c1	·	15%	·	9	45%	-5%	-1%	·	1%
O=c1nc(N2CCOCC2)nc2n1CCO2	-3%	8%	0%	1	6%	0%	-1%	2%	-3%
COc1ccccc1N(CC(=O)NCc1ccccc1C)S(=O)(=O)c1ccc(C)cc1	-25%	18%	4%	13	1%	-11%	-11%	-8%	-8%
Cc1cc(O)c(C(c2ccc(Cl)cc2)N2CCN(c3ccccc3)CC2)c(=O)n1Cc1ccco1 (stereo not given)	-26%	34%[activator]	·	-26	-28%	-8%	0%	-6%	-2%[60.1 µM]
O=C(COC(=O)/C=C/c1cccc(F)c1)NC1CCCC1	-12%	-3%	14%	-6	·	·	·	i	-2%
CC(C)(C)NS(=O)(=O)c1ccc2c(c1)oc(=O)c1cc(S(=O)(=O)NC(C)(C)C)ccc12	-8%	-3%	-3%	3	9%	-7%	-6%	2%	-4%
CC(=O)NC(NC(=S)Nc1cccc(Br)c1)C(Cl)(Cl)Cl (stereo not given)	-18%	-5%	-3%	-10	16%	-3%	-13%	i	3%
CCOC(=O)C1CCN(C(=O)Cn2ncc3c4ccccc4n(Cc4ccccc4)c3c2=O)CC1	-6%	25%	·	-3	17%	-1%	-2%	i	-2%
CC(=O)c1cccc(NC(=O)N2CCOCC2)c1	-8%	12%	59%[activator]	-1	7%	-3%	-3%	2%	-10%
NC(=O)C1=C[C@@H](c2ccccc2)C[C@@H](OCc2ccc(CO)cc2)O1	-5%	?	2%	·	-14%	-2%	-9%	-2%	12%
O=C(COC(=O)[C@@H]1CCCN1C(=O)c1cccs1)Nc1cccc([N+](=O)[O-])c1	-5%	14%	4%	19	·	·	·	0%	-4%
O=C(NC1CC(=O)c2sccc21)c1cccc(C(F)(F)F)c1 (stereo not given)	-3%	5%	-11%	-1	10%	-3%	-11%	i	1%
CCCCN(CC)C(=O)c1nn(-c2ccc(OC)cc2)c(=O)c2c1c1ccccc1n2C	·	17%	·	3	-24%	-7%	3%	·	-1%
CCCCn1c(N)c(N(CCOC)C(=O)CSc2ccc([N+](=O)[O-])cc2)c(=O)[nH]c1=O	-1%	13%	36%	-1	·	·	·	0%	-7%
CCCOc1ccc(CNC(=S)Nc2ccccc2)cc1Cl	-17%	18%	25%	-5	-21%	-17%	?	i	2%
O=C1CCC(C(=O)NCc2ccccc2)N1 (stereo not given)	-16%	37%[activator]	30%	14	3%	-2%	-5%	-6%	-15%
Cc1ccccc1C(=O)NCC(=O)OCCCOC(=O)CNC(=O)c1ccccc1C	-18%	21%	36%	11	·	·	·	i	11%
O=C(N/N=C/c1cccs1)/C(=C/c1ccccc1)NC(=O)c1ccccc1	-20%	29%	6%	·	38%	0%	-8%	-3%	7%
CC(=O)c1ccc(N(C(=O)Cn2nnc3ccccc32)C(C(=O)NC2CCCCC2)c2cn(C)nc2C)cc1 (stereo not given)	-9%	-9%	1%	1	-1%	-5%	5%	-5%	-2%
CCCCCCCCOC(=O)c1c(CSC(=N)N)n(C)c2cc(Br)c(OC(C)=O)cc12	-11%	-5%	3%	3	32%	-11%	?	4%	-15%
CCOC(=O)C1CCN(C(=O)c2ccccc2NS(=O)(=O)c2ccccc2)CC1	-13%	15%	27%	-12	37%	-7%	-4%	-8%	-4%
CC(=O)Nc1ccc(S(=O)(=O)N2CCN(c3ccc(C)c(C)c3)CC2)cc1	-8%	?	·	·	12%	-6%	?	-1%	4%
COc1ccc(/C=C/C(=O)Nc2sc3c(c2C(N)=O)CCC(C)C3)cc1OC (stereo not given)	-15%	16%	·	·	6%	-4%	1%	-9%	0%
COc1cccc(CC(=O)N2CCN(S(=O)(=O)c3ccc(Br)cc3)CC2)c1	-9%	22%	-20%	1	·	·	·	3%	-13%
NS(=O)(=O)c1ccc(NS(=O)(=O)c2ccc3c(c2)OCCO3)cc1	-17%	6%	23%	13	20%	-2%	7%	2%	0%
Cc1cc(=O)c2c(C)ccc(C)c2[nH]1	-18%	12%	-3%	4	3%	-3%	-2%	-10%	-14%
Cc1ccc(CNc2ccc(N3CCOCC3)c(C(=O)O)c2)s1	4%	5%	0%	6	-3%	-2%	-7%	-3%	-7%
O=C(COc1ccccc1[N+](=O)[O-])NNC(=O)Nc1cccc2ccccc12	-9%	39%[activator]	18%	-21	-5%	-9%	?	6%	-6%
C=CCn1c(-c2c(C)nc3cc(C)ccn23)n[nH]c1=S	-4%	-6%	8%	-12	2%	5%	1%	-2%	-2%
Cc1ccc(CN(Cc2cc3cc(C)ccc3[nH]c2=O)C(=O)N2CCOCC2)cc1	0%	3%	15%	6	-2%	-5%	-8%	1%	-16%
O=C(COC(=O)c1cccc(S(=O)(=O)NCc2ccccc2)c1)c1ccc2c(c1)OCCO2	-7%	?	-10%	-3	0%	-6%	-1%	i	-5%
N#CCC(=O)N/N=C/c1cn(Cc2cccc3ccccc23)c2ccccc12	-14%	3%	-5%	2	-2%	-11%	5%	-7%	-17%
CC(C)CC(=O)Nc1cccc(-c2csc(-c3ccccc3)n2)c1	-18%	2%	-10%	-18	10%	3%	-9%	3%	-8%
COc1cccc(NC(=O)CCc2nnc3ccc(N4CCC(C)CC4)nn23)c1	-7%	49%[activator]	56%[activator]	9	-7%	1%	-15%	i	3%
CCCCNS(=O)(=O)C1CCS(=O)(=O)C1 (stereo not given)	5%	7%	1%	-2	16%	3%	-5%	5%	3%
Cn1nnnc1SCC(=O)Nc1ccccc1C(=O)NC1CC1	-6%	-13%	3%	-6	4%	-1%	-15%	-7%	-2%
CC1Cc2ccccc2N1C(=O)CSc1nc(-c2ccccc2)cs1 (stereo not given)	0%	45%[activator]	-4%	30	-1%	-8%	40%[activator]	-2%	-6%
O=C(Nc1ccc(Cl)c(S(=O)(=O)N2CCCCC2)c1)C1=COCCO1	-7%	26%	-10%	-11	·	·	·	3%	-10%
CC(C)Oc1ccc(Br)cc1C(=O)N/N=C/c1c[nH]c2ccccc12	-17%	?	58%[activator]	-24	-25%	-5%	50%[activator]	-4%	1%
COc1cc(C(c2nnnn2C2CCCC2)N2CCN(C)CC2)cc(OC)c1OC (stereo not given)	-9%	?	-7%	1	-2%	-2%	-12%	0%	-5%
Cc1ccc2c(CC(=O)Nc3cccc(S(=O)(=O)N4CCOCC4)c3)coc2c1	-6%	103%[activator]	1%	-22	11%	-5%	-9%	6%	-3%
COCCN(Cc1ccccc1)C(=O)c1ccc(C(=O)c2ccccc2)cc1	-8%	-7%	-9%	-7	·	·	·	-1%	-11%
O=C(NCCCc1ccc(F)cc1)C1CCC(=O)N(CCN2CCOCC2)C1 (stereo not given)	-16%	31%[activator]	31%	10	0%	1%	-1%	-11%	2%
CCOC(=O)C1(CC2CCCCO2)CCN(C2CCSCC2)CC1 (stereo not given)	-9%	46%[activator]	-3%	-11	-7%	-3%	-5%	-6%	7%
N#C/C(=C/c1ccc(N2CCOCC2)o1)C(=O)N1CCOCC1	-20%	-9%	3%	-13	16%	1%	5%	3%	-21%
(further entries)
SMILES	Pol eta inh	Pol iota inh	APEX1 inh	RXFP1 antag	Pol beta inh	BLM inh	Apoferritin bind	PGK inhibitor	POLK inh
Cc1ccc(CNC(=O)CCCn2nc(C)n3ccnc3c2=O)cc1	-16%	13%	19%	21	-15%	-3%	-8%	-9%	-12%
O=C(CCN1C(=O)C2CCCCC2C1=O)Nc1nc2ccc(F)cc2s1 (stereo not given)	-2%	12%	-10%	1	·	·	·	-3%	4%
Cc1ccc(NC(=S)NC(=O)c2cccs2)cc1F	-13%	31%[activator]	-9%	-20	·	·	·	i	-19%
CCOC(=O)c1cc2c(ccn2-c2ccc(F)cc2)n1CC(=O)NC(C)(C)C	·	·	-1%	·	?	-14%	-7%	·	·
O=C(NC(=S)NC(c1ccccc1)c1ccncc1)c1ccccc1 (stereo not given)	-29%	0%	7%	-3	21%	-8%	-5%	7%	-16%
O=C(Nc1ccccc1Oc1ccccc1)c1cnccn1	10%	-9%	1%	-8	0%	-8%	-12%	1%	-1%
Cc1nnc2n(Cc3ccccc3)c(=O)c3c4c(sc3n12)CCCC4	·	·	-2%	·	13%	-4%	-21%	·	·
CC1=C(C(=O)Nc2ccc(C)cc2C)C(c2ccc(O)cc2)n2nnnc2N1 (stereo not given)	-15%	-4%	·	·	18%	-1%	7%	-6%	-15%
CCOCc1cc(=O)[nH]c(SC)n1	13%	23%	8%	-1	6%	-2%	0%	0%	-17%
COc1ccc(-n2c(-c3ccc(Cl)cc3Cl)n[nH]c2=S)c(OC)c1	-19%	57%[activator]	6%	-13	49%	1%	-11%	-5%	0%
Cc1cc2nccc(-c3ccco3)n2n1	-18%	20%	-2%	-4	4%	-12%	17%	-2%	-5%

Given with bars between the fields: part of the list above.
SMILES | Pol eta inh | Pol iota inh | APEX1 inh | RXFP1 antag | Pol beta inh | BLM inh | Apoferritin bind | PGK inhibitor | POLK inh
CC(=O)Nc1ccc(S(=O)(=O)N2CCN(c3ccc(C)c(C)c3)CC2)cc1 | -8% | ? | · | · | 12% | -6% | ? | -1% | 4%
CC(C)CC(=O)Nc1cccc(-c2csc(-c3ccccc3)n2)c1 | -18% | 2% | -10% | -18 | 10% | 3% | -9% | 3% | -8%

These rows are one share of the data; rates above refer to the full screens.
